From PubChem BioAssay
aGlu spleen mod: inhibitors or activators of human alpha-glucosidase in spleen homogenate; human spleen homogenate, 4-MU-alpha-glucoside fluorescence; AID 2112; P10253; 240,000 tested, 0.006% active; Potency, µM (doses to about 79.9 µM), inactives show top-dose activity change, negative = inhibition, most hits filed as inhibitors;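 further: potency means the concentration at half of the fitted maximal effect; 0% = enzyme with vehicle and -100% = no enzyme basal signal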
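Human spleen homogenate (1 ug) with 4-methylumbelliferyl-alpha-D-glucopyranoside (1 mM final) in 50 mM citrate/phosphate pH 5.0, 0.01% Tween-20; 40 min at 37 C. Stopped at pH 10; 4-MU fluorescence Ex 365/Em 440 nm; AC50 by Hill fit.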
HTT cytoprotect: protects HTT-Q103 PC12 cells, measured by ATP | PC12 HTT-Q103 induced, cytoprotection, ATP luminescence, 40 h | Potency, µM (highest dose often 56.4 µM), inactives show cytoprotection (ATP increase), actives largely listed as activators | 230,000 tested, 0.14% active | AID 1471;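 further: potency means the concentration at half of the fitted maximal effect; % of control where 0% means no effect; nearly all actives have a fitted effect of over 45% in size; toxic huntingtin expression switched on by the ecdysone agonist tebufenozide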
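Compounds added alongside 100 nM tebufenozide, which induces toxic Q103 huntingtin exon 1-GFP in stable PC12 cells; surviving cells quantified by luminescent ATP measurement. Medium: phenol red-free DMEM, 5% equine and 5% calf serum.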
CBFb-RUNX1 inh: inhibitors of human CBF-beta and RUNX1 interaction | Q01196+Q13951 | AID 1477 | AlphaScreen CBFb-His/RUNX1-biotin binding, biochemical | 230,000 tested, under 10 active | Potency, µM (highest dose often 59.8 µM), without a hit: at the top dose activity, negative = inhibition, hits mostly inhibitors; further: % of control where 0% means no effect
Target sequence (Q01196 whole entry, looked up): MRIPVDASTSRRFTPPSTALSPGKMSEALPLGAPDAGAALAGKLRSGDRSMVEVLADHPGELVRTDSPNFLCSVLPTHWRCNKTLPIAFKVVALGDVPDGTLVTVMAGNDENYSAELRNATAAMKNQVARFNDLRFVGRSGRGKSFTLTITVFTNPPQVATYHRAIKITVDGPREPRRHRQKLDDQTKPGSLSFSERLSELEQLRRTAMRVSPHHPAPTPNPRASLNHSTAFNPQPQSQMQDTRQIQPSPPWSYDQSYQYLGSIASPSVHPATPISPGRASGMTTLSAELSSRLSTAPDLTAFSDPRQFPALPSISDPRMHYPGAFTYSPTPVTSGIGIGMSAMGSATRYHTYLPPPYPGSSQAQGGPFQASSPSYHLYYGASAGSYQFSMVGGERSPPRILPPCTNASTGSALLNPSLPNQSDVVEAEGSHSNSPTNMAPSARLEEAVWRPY
Target sequence (Q13951 whole entry, looked up): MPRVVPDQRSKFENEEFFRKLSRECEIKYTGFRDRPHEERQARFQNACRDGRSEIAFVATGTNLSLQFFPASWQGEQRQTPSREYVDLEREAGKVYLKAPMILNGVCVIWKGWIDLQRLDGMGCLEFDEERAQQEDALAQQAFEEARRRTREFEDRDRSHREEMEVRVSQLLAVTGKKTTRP
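His-tagged CBF-beta and biotinylated RUNX1 (30 nM each) were premixed 20 min at room temperature, exposed to compound for 15 min, then given nickel-chelate and streptavidin AlphaScreen beads (50 ng each). After 90 min, AlphaScreen signal was read.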
LMNA splice mod: LMNA splicing modulation; HeLa LMNA splicing GFP/RFP minigene ratio, 48 h; 200,000 tested, 0.01% active; Potency, µM (titrated, usually from 46.1 µM), for the others: at the top dose ratio change, negative = inhibition, usual class: inhibitors; AID 1487; active means well fitted inhibition curve with a large enough effect in the signal ratio, with a control signal flat, not every such curve was filed as active; inconclusive means small, poorly fitted or top-dose-only effect, or effect the other way, or a change in a side signal; the % refers to the signal ratio; further: potency means the concentration at half of the fitted maximal effect; on the % scale 0 is the no-effect control and ±100 the full control effect
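S3 HeLa stable clones carrying a lamin A-EGFP splicing minigene plus DsRed2 were seeded at 600 cells/well in Opti-MEM with 2% FBS, pin-dosed and incubated 48 h at 37°C. Acumen cytometry (488 nm) gave the GFP/RFP total-intensity ratio.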
HTT aggregate: reduces HttQ103-GFP aggregates in PC12 cells; PC12 HttQ103-GFP aggregates, Acumen cytometry, 40 h; AID 1688; 220,000 tested, 1.1% active; Potency, µM (titrated, usually from 46.1 µM), for inactives: at the highest dose activity change, negative = inhibition, actives largely listed as inhibitors; further: potency means the concentration at half of the fitted maximal effect; on the % scale 0 is the no-effect control and ±100 the full control effect; nearly all actives have a fitted effect of over 60% in size
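Compounds (qHTS titration) were added to PC12 cells expressing an ecdysone-driven HTT exon 1 Q103–GFP fusion after induction with 100 nM tebufenozide. Aggregate formation was measured as GFP objects in cell lysates.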
GAA glycogen mod: GAA glycogen-cleavage inhibition or activation; P10253; recombinant GAA, glycogen substrate, Amplex Red glucose oxidase fluorescence; Potency, µM (highest dose often 76.4 µM), without a hit: at the top dose activity change, negative = inhibition, most hits filed as inhibitors; 300,000 tested, 0.38% active;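 further: potency means the concentration at half of the fitted maximal effect; 0% = full enzyme reaction and -100% = no-enzyme basal signal; the screen sought inhibitors and activators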
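Recombinant enzyme (4 nM final) with compounds titrated up to 77 uM and bovine liver glycogen (30 ug) in citrate pH 5.0, 0.01% Tween-20, 37 C 40 min. Released glucose detected by Amplex Red/glucose oxidase (Ex 573/Em 610); AC50 from Hill fits.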
GAA inh: inhibitors of human lysosomal alpha-glucosidase; P10253; purified human GAA, 4-MU-alpha-glucoside fluorescence; Potency, µM (titrated, usually from 76.9 µM), without a hit: at the top dose activity change, negative = inhibition, most hits filed as inhibitors; 200,000 tested, 0.005% active;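 further: potency means the concentration at half of the fitted maximal effect; plate controls were uninhibited enzyme wells for no effect and no-enzyme background for full effect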
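Read-out is 4-methylumbelliferone fluorescence (Ex 365/Em 440 nm) after NaOH/glycine stop at pH 10. Enzyme 4 nM, substrate 400 uM, pH 5.0 citrate buffer, 20 min room temperature; AC50 from Hill-equation concentration-response.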
Numbers without * were called inactive; ? = inconclusive; / = not tested or not shown; & = joins results of further samples; [ ] = another dose, or the depositor's remark. Unless noted, the call rests on the fitted dose curve; in most records, active means well fitted curve in the direction sought with a large enough effect; inconclusive means small, poorly fitted or top-dose-only effect, or another doubt; inactive means no such curve, though single readings can be large; an effect the other way counts as inactive or inconclusive.

SMILES | aGlu spleen mod | HTT cytoprotect | CBFb-RUNX1 inh | LMNA splice mod | HTT aggregate | GAA glycogen mod | GAA inh
CCCCNCc1ccc(SC)cc1 | 1% | 8% | 3% | 1% | 21% | 12% | 6%
Cc1ccc2nc(-c3ccccn3)cc(C(=O)Nc3ccc4c(c3)OCO4)c2c1 | -5% | 2%[10 µM] | ? | / | 0% | -1% | 4%
COc1ccc(NC(=S)NN2CCOCC2)cc1OC | -5% | -24%[10 µM] | 0% | -12% | ? | -2% | 3%
Cn1nc(C(=O)NCc2ccccc2)c2ccccc2c1=O | 2% | -16%[10 µM] | 11% | 4% | -8% | 10% | 3%
CSc1nc(C2CC2)cc(-c2cccs2)c1C#N | 5% | -33% | 26% | ? | -19% | -2% | -10%
CC(C)(C)SCCNS(=O)(=O)c1ccc2ccccc2c1 | -1% | 33% | 7% | ? | 4%[9.22 µM] | -6% | ?
CN1CCN(C(=O)/C(=C/c2cccs2)NC(=O)c2cccs2)CC1 | 0% | -4%[1.9 µM] | 1% | -9% | -2% | 13% | -3%
O=C(O)C(F)(F)C(NCc1ccccc1)c1ccccc1 (stereo not drawn) | -2% | 5%[10 µM] | 11% | / | 0%[9.22 µM] | -1% | /
CCOc1ccc2nc(SC3CC(=O)N(c4ccc(OC)cc4)C3=O)sc2c1 (stereo not drawn) | -7% | -111%[inhibitor] | -2% | ? | ? | -8% | 0%
CCCCOCC(O)Cn1c(C)nc2ccccc21 (stereo not drawn) | 0% | -6% | 6% | -4% | -16% | 5% | 3%
O=c1[nH]c(=O)n(C2CCCO2)cc1F (stereo not drawn) | 1%&0% | 30%&-192% | 8%&15% | ? | -18%&7% | -13% | -1%[15.4 µM]
CCn1c(SCC(=O)OC)nnc1-c1ccc(C)cc1 | 4% | 1%[10 µM] | 5% | / | 16%[9.22 µM] | -4% | /
CC[C@H](C)NC(=O)c1ccc(Cn2c(=S)[nH]c3c([nH]c4ccc(OC)cc43)c2=O)cc1 | 1% | 9%[10 µM] | -4% | -2% | -9% | 0% | 0%
CCCn1c(CN(Cc2ccccc2)Cc2ccccc2)nc2c1c(=O)n(C)c(=O)n2C | -1% | 35%[10 µM] | 2% | ? | ? | -13% | -2%
CCCNS(=O)(=O)c1ccc(OCC(=O)Nc2ccc3c(c2)OCCO3)cc1 | -1% | -26% | 2% | -4% | -18% | 1% | -5%
CCC1CCCCN1C(=S)NCc1ccccc1 (stereo not drawn) | 2% | 7%[10 µM] | -3% | -10% | ? | -1% | 7%
COc1ccccc1Cn1c(SCC(N)=O)nc2c(oc3ccccc32)c1=O | 1% | -20% | -3% | / | -12%[9.22 µM] | 11% | 6%
Cc1ccc(C2=Nc3ccccc3N=C(c3ccc([N+](=O)[O-])cc3)C2)c(O)c1 | 2% | -5%[10 µM] | -4% | -3% | 7% | -5% | 4%
COc1ccc(S(=O)(=O)NCc2ccc(C(=O)O)cc2)cc1 | -5% | 2%[10 µM] | -14% | -1% | -9% | 4% | -1%
Cc1ccc2nc(SCC(=O)Nc3ncccn3)[nH]c2c1 | 1% | 20%[10 µM] | 13% | / | 1%[9.22 µM] | -2% | /
CCNC(=O)CSc1nc2cc(OC)c(OC)cc2c(=O)n1CCC1=CCCCC1 | -5% | -13%[10 µM] | 11% | 4% | -4% | 3% | -21%
CNC(=S)Nc1cccc(Cl)c1C | -1% | -18% | -2% | 15%[46 µM] | -2%[9.22 µM] | 12% | 11%
O=S(=O)(c1ccc(S(=O)(=O)N(Cc2ccco2)Cc2ccccc2Cl)cc1)N1CCCC1 | -6% | 12%[10 µM] | 2% | 24% | -9% | -4% | -3%
Cc1ccc(CC(NC(=O)c2ccccc2)C(=O)NC(Cc2ccccc2)C(=O)O)cc1 (stereo not drawn) | / | -37%[inhibitor] | -16% | 18%[9.22 µM] | 3% | -2% | ?

An excerpt of these results, with each value named:
molecule: CCC1CCCCN1C(=S)NCc1ccccc1 (stereo not drawn)
  aGlu spleen mod: 2%
  HTT cytoprotect: 7%[10 µM]
  CBFb-RUNX1 inh: -3%
  LMNA splice mod: -10%
  HTT aggregate: ?
  GAA glycogen mod: -1%
  GAA inh: 7%
molecule: CNC(=S)Nc1cccc(Cl)c1C
  aGlu spleen mod: -1%
  HTT cytoprotect: -18%
  CBFb-RUNX1 inh: -2%
  LMNA splice mod: 15%[46 µM]
  HTT aggregate: -2%[9.22 µM]
  GAA glycogen mod: 12%
  GAA inh: 11%

More structures.
SMILES | aGlu spleen mod | HTT cytoprotect | CBFb-RUNX1 inh | LMNA splice mod | HTT aggregate | GAA glycogen mod | GAA inh
Oc1c(C(Nc2cccc(C(F)(F)F)c2)c2cccnc2)ccc2cccnc12 (stereo not drawn) | -4% | 11%[10 µM] | / | -11% | ? | -7% | -10%
CC(=O)Nc1c(C)cc(S(C)(=O)=O)cc1C | 7% | -1%[10 µM] | 9% | 10% | 8% | 4% | -2%
O=C(NCCCN1CCOCC1)c1cccnc1 | 4% | 12%[10 µM] | 6% | 8% | -2% | -7% | -2%
Brc1ccccc1/C=N/Nc1ccccn1 | 9% | 2% | -3% | -23%[46 µM] | 2% | -3% | 1%
Cc1cc(C)n(C2CC(=O)N(c3ccc(C)c(Cl)c3)C2=O)n1 (stereo not drawn) | -8% | -16%[10 µM] | 25% | / | -3%[9.22 µM] | -4% | /
O=S(=O)(C=C(c1ccccc1)c1ccccc1)c1ccccc1 | -7% | -12% | 27% | 14% | -31% | -1% | -8%
Cc1ccc(OCCCn2c(CO)nc3ccccc32)cc1 | -19% | -27% | 6% | -19% | -15% | -12% | -7%
CCN1C(=O)S/C(=C/c2ccsc2)C1=O | -7% | 11% | -1% | -1% | 14% | -14% | -10%
C[C@H](NC(=O)c1[nH]cnc1C(=O)Nc1ccc(Cl)cc1)C(=O)OC(C)(C)C | -1% | -4%[10 µM] | 5% | / | 0%[9.22 µM] | 4% | /
CC1CCCN(Cc2cccc(Oc3ccccc3)c2)C1 (stereo not drawn) | 0% | -21% | 4% | -10% | 23% | 4% | -21%
COC(=O)c1ccc(C(NC(=O)OCc2ccccc2)/C(C)=C/[C@@H](C)C(=O)NCCO)cc1 (stereo partly drawn) | 5% | 11% | -4% | / | / | / | /
O=C(COc1ccc(/C=N/NC(=O)C(=O)N2CCCCC2)cc1)Nc1ccccc1Cl | -10% | -15% | -2% | / | 19% | -2% | -1%
O=C(CCl)c1ccc2c(c1)CCN2C(=O)C1CC1 | -5% | 23%[10 µM] | 5% | / | 15%[9.22 µM] | 10% | 5%
O=C(NC(=S)Nc1nc2c(s1)CSc1ccccc1-2)c1ccccc1 | -11% | -73%[inhibitor] | -15% | -21% | ? | -12% | -5%
CCOC(=O)c1sc(N)c(C(=O)OC)c1C | -2% | -8%[10 µM] | 15% | / | 14%[9.22 µM] | -4% | 12%
CCOc1cc(C(=O)NCc2ccccc2)ccc1OCC(=O)N1CCOCC1 | 2% | -17%[10 µM] | 7% | -4%[46 µM] | 13% | -10% | -1%
C=CCn1c(SCc2ccc(C(=O)OC)cc2)nnc1-c1sc(N)nc1C | -1% | -10%[0.074 µM] | -2% | ? | 31% | 5% | -1%
CCCNC(=O)NC(=O)CSc1nncs1 | -2% | -6% | -4% | 2%[46 µM] | -5% | 7% | 7%
COc1cc(OC)cc(C(=O)N[C@H](C(=O)OCC(=O)c2ccc(F)cc2)C(C)C)c1 | -4% | -36%[inhibitor] | 5% | ? | 12% | 7% | 11%
CC1=C/C(=N\NC(=O)c2cccs2)CC(C)(C)C1 | -2% | -47%[inhibitor] | -13% | / | -2% | 3% | -5%
CCOC(CNC(=O)Cn1nc(C)c2ccccc21)OCC | -2% | -22% | -28% | -4%[46 µM] | -1% | 5% | -5%
O=C(Nc1ccccc1)N1CCN(S(=O)(=O)c2ccccc2)CC1 | 1% | -24% | 9% | 0%[46 µM] | -3% | -7% | -6%
CC(=O)Nc1nc(C)c(CCCOc2ccc([N+](=O)[O-])cc2)c(=O)[nH]1 | -3% | 7%[10 µM] | -1% | / | 3%[9.22 µM] | -8% | 1%
Cc1oc(-c2ccccc2)nc1CC(=O)O | 5% | 14% | 3% | 11% | 29% | 6% | -2%
CCCCN(CC(=O)Nc1c(C)cccc1CC)C(=O)SCC | 0% | -14% | 8% | 12% | -22% | 0% | 0%
O=C(Cc1ccc(-n2c(=O)c3ccccc3n(CC(=O)Nc3ccc(F)cc3F)c2=O)cc1)NCc1ccco1 | 1% | 3% | -6% | -9%[46 µM] | 2% | 9% | 12%
CCOc1cc(-c2nc(-c3ccncc3)no2)cc(OCC)c1OCC | -3% | -12% | 10% | -2% | -3% | 1% | -10%
Cc1ccc(NC(=O)c2ccccc2OCC(=O)Nc2cccc(Cl)c2C)nc1 | 9% | -60%[inhibitor] | 7% | ? | -4% | -8% | 3%
CC(=O)Nc1nc(C)c(Oc2ccccc2)c(=O)[nH]1 | 2% | -4% | 1% | 2% | -17% | 7% | -7%
C=CCOC(=O)CSCC(NC(=O)OC(C)(C)C)C(=O)OCC (stereo not drawn) | -10% | 9% | 2% | 1% | 11% | 1% | -5%
NC(=S)NNc1ccc(Cl)c(Cl)c1 | -6% | 20%[10 µM] | -2% | / | 14%[9.22 µM] | ? | /
Clc1ccc(-c2noc(COc3ccccc3)n2)cc1 | -14% | -8% | ? | 8% | 4%[9.22 µM] | 5% | -2%
CCCC(=O)NC(=S)Nc1ccccc1N1CCOCC1 | 13% | -31%[10 µM] | 8% | ? | 15% | 1% | 11%
CS(=O)(=O)N(CCc1ccccc1)CC(N)=O | 4% | 10% | 4% | 3% | -16% | 6% | -4%
Cc1cc(NC(=O)C2CCN(S(=O)(=O)c3cccs3)CC2)no1 | -5% | -7% | 2% | ? | 4% | -1% | -10%
Cc1[nH]nc2c1C(c1cccc(OC(=O)N3CCOCC3)c1)C(C#N)=C(N)O2 (stereo not drawn) | -2% | 12% | 1% | 8% | 16% | -6% | -2%
N#Cc1ccc(COC(=O)c2ccccn2)cc1 | 2% | -2% | -1% | / | 13% | 6% | -3%
CCCN(Cc1cc2cccc(C)c2[nH]c1=O)S(C)(=O)=O | 10% | 8% | -4% | 13% | 0% | 3% | -1%
Cc1ccc(-c2nc3cc(C)ccc3o2)cc1 | 4% | -60%[inhibitor] | 6% | 3% | 7% | 6% | -6%
